MBD2 inh – MBD2-methylated oligo binding inhibition; Q9UBB5; TR-FRET, MBD2 binding to methylated oligonucleotide; inhibition, % at 4.4 µM; 0.31% of 370,000 active; in the data active means inhibition above about 13%
proKLK7 act – activates the human kallikrein-7 zymogen; P49862; purified proKLK7, EDANS-DABCYL substrate fluorescence; 100% is mature enzyme control, 0% vehicle; activation, % at 7 µM; 0.9% of 370,000 active; AID 652039;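 active means activation above the mean of all tested compounds plus 3 SD, computed per campaign excluding outliers beyond control limits, cut at about 13% in these data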
Tn7 DDE FP – disrupts Tn7 cyclic peptide binding to fibrin D-Dimer-E complex; FP displacement of FITC-Tn7 peptide from fibrin DD(E); 0% = median of compound wells per plate; 0.13% of 370,000 active; P02675; inhibition, % at 8.3 µM;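 active means inhibition above the mean of compounds falling within the control limits plus 3 SD of them, cut at about 14% in these data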;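 further: 0% = plate median of compound wells and 100% = 10 µM Aha-Tn7 peptide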
Target sequence (P02675 whole entry, looked up): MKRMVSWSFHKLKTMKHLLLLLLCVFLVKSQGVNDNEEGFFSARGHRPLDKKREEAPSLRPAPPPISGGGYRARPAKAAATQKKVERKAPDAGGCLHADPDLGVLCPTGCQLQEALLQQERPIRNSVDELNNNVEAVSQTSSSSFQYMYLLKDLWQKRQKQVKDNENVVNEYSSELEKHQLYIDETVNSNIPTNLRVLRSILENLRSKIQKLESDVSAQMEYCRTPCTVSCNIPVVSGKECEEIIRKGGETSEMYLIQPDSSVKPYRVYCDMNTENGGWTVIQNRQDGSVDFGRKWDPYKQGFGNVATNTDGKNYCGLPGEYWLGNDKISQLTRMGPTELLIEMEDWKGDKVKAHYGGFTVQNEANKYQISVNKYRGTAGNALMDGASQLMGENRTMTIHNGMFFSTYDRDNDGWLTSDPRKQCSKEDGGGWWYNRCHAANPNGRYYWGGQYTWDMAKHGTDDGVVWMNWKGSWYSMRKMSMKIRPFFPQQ
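system = human fibrin DD(E) protein | quantity = DD(E) 2 µM final | medium = Tris/NaCl/CaCl2 buffer, pH 7.8 | also added = labelled Tn7 tracer, 0.1 µM | compound dosing = single point at 8.3 µM | timing = compound with protein 10 min, then 3 h after probe, room temperature | signal = FP measurement | benchmarks = Aha-Tn7 high control | repeats = one replicate per compound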
UHRF1 MBD2 ctr – UHRF1 methyl-DNA binding inhibition | Q96T88 | UHRF1 binding to methylated oligo, TR-FRET | inhibition, % at 4.4 µM | 0.75% of 370,000 active | AID 687016; in the data active means inhibition above about 21%;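 further: UHRF1 SRA domain binding a hemimethylated CpG hairpin DNA probe; 0% = median of test compound wells and 100% = reference inhibitor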
TDP2 inh – blocks human TDP2 phosphodiesterase activity; O95551; recombinant TDP2, T5PNP hydrolysis, p-nitrophenol absorbance 415 nm; inhibition, % at 12.8 µM; 0.34% of 370,000 active; AID 720702;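 active means inhibition above the mean of all tested compounds plus 3 SD, set per campaign, cut at about 25% in these data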;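 further: 0% = DMSO with enzyme and 100% = buffer with substrate but no TDP2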
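Test system: Human TDP2 enzyme | Reagent: 5 mM T5PNP | Compound dosing: 12.8 µM single point, 1% DMSO | Incubation: Enzyme reaction with compound for 2 h at 37 °C | Technique: p-Nitrophenol epi absorbance | Read-out: % inhibition relative to enzyme-containing and enzyme-free wells | Benchmarks: High control without enzyme, low control DMSO plus TDP2 | Replicates: Singlicate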
PRMT1 inh – inhibitors of human PRMT1 | inhibition, % at 2.79 µM | 1.3% of 370,000 active | recombinant PRMT1, activity-based probe fluorescence polarization | Q99873;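 active means inhibition above about 21% made by adding two undisclosed values, limit read from the data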
TCR CD3 inh – inhibitors of human TCR-CD3 interaction | inhibition, % at 9.4 µM | 0.37% of 360,000 active | AID 651800 | TAMRA-labeled TCR probe fluorescence, biochemical; in the data active means inhibition above about 19%;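 further: recombinant mutant TCR 2C K166C tagged with TAMRA read by polarization; 0% = receptor in buffer alone and 100% = receptor with positive control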
DDE Tn6 FP inh – disrupts Tn6 cyclic peptide binding to fibrin D-Dimer-E complex | P02675 | 0.21% of 370,000 active | Fibrin DD(E) TRITC-Tn6 fluorescence polarization displacement | inhibition, % at 8.3 µM;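 active means inhibition above a per-campaign cutoff: mean of compounds within control limits plus 3 SD, cut at about 15% in these data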;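 further: 0% = median of all compound wells on the plate and 100% = blocking peptide control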
LEDGF integ inh – blocks HIV-1 LEDGF/p75-dependent DNA integration; TR-FRET IN-LEDGF/p75 DNA integration, Eu/Cy5; inhibition, % at 3.7 µM; 0.64% of 370,000 active; AID 743269;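 active means inhibition above the screen-wide mean plus 3 SD, cut at about 13% in these data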;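 further: signal is the Cy5 over europium emission ratio at 671 and 618 nm; 0% = plate median of compound wells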
SIAE inh – blocks human sialic acid acetylesterase. 0.69% of 370,000 active. AID 1053197. inhibition, % at 9.66 µM. SIAE FP-Rh probe binding, fluorescence polarization. Q9HAT2;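 active means inhibition above a cutoff: mean of compounds within the control limits plus 3 SD of those, cut at about 17% in these data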;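 further: 0% = plate median of compound wells and 100% = probe without SIAE protein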
Target sequence (Q9HAT2 whole entry, looked up): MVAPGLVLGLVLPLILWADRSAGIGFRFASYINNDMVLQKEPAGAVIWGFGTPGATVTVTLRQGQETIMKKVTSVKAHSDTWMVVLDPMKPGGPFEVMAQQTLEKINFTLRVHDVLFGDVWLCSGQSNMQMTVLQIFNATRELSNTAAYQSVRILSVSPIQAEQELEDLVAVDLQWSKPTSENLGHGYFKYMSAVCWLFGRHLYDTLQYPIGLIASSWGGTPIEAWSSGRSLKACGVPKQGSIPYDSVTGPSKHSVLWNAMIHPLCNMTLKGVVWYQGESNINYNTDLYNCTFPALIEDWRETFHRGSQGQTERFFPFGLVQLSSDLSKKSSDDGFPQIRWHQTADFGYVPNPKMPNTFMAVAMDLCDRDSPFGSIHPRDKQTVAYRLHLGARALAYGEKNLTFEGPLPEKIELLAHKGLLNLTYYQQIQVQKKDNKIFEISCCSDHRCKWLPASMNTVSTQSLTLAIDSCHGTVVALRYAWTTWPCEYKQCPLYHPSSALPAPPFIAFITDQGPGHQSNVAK
* marks the source's active call; other numbers are inactive results.

SMILES	MBD2 inh	proKLK7 act	Tn7 DDE FP	UHRF1 MBD2 ctr	TDP2 inh	PRMT1 inh	TCR CD3 inh	DDE Tn6 FP inh	LEDGF integ inh	SIAE inh
Cc1ccc2c(c1C)NC(=O)C2(O)CC(=O)c1ccc2c(c1)OCO2 (centres undefined)	-1	-0.2	0	2	-3	0	-5	-1	5	0
Cc1ccc(C(C(=O)NCc2ccccc2)N(C(=O)c2csnn2)c2cccc3ccccc23)o1 (centres undefined)	2	0.4	4	-2	-5	1	4	0	-3	5
CC(NC(=S)N1CCN(c2ccccc2)CC1)c1ccccc1 (centres undefined)	-5	-0.6	5	-1	18	-1	-1	6	1	3
COC(=O)[C@@H](CC(C)C)N(Cc1ccccc1)S(=O)(=O)N(Cc1ccccc1)[C@@H](CC(C)C)C(=O)OC	-1	-1.0	-3	-2	7	-1	1	2	0	4
CC(C(=O)Nc1cccc(S(=O)(=O)N2CCOCC2)c1)N1CCN(C/C=C/c2ccccc2)CC1 (centres undefined)	0	-1.4	1	3	-3	-7	0	-3	5	-5
COc1cccc(N2CCN(CC(=O)N3CCN(S(=O)(=O)c4ccc(Cl)cc4)CC3)CC2)c1	5	0.2	-2	-2	-6	-5	-2	-2	3	-1
CCn1c(=N)n(CC(=O)c2ccco2)c2ccccc21	1	-0.9	-8	-1	-11	0	2	-2	3	-4
COc1ccccc1NC(=O)C1=C(C)Nc2nc3ccccc3n2C1c1cccs1 (centres undefined)	1	-2.2	-3	1	-3	0	10	1	0	14
CC(NC(=O)C(=O)NCc1cccs1)c1ccccc1 (centres undefined)	-2	0.4	-3	1	-17	0	2	-6	3	3
Cc1cc(N2C(=O)C(O)=C(C(=O)c3cc4ccccc4o3)C2c2ccc([N+](=O)[O-])cc2)no1 (centres undefined)	-3	-0.6	3	0	0	0	0	-2	0	1
CSc1ccc(S(=O)(=O)N2CC(=O)Nc3ccccc32)cc1	6	1.0	-6	1	-1	0	9	16*	-1	0
CCOC(=O)N1CCC(n2c(SCC(=O)c3ccccc3)nc3ccsc3c2=O)CC1	1	0.9	-6	-3	3	-2	6	2	1	1
Cc1ccc(C(=O)CSc2nnc(-c3ccccc3N)n2C)cc1	3	-0.1	-5	2	-9	4	-9	-6	0	3
COc1ccccc1N1CCN(S(=O)(=O)c2cn(C)c(=O)n(C)c2=O)CC1	0	-0.8	1	2	7	2	-7	-6	-2	-6
O=C(N/N=C/C=C\c1ccco1)c1cccs1	3	0.5	-4	8	16	33*	-2	-11	15*	11
C/C=C(/C)C(=O)Nc1cccc(C2=NOC3(C2)C[C@@H](C(N)=O)N(C(=O)CCCCC)C3)c1 (some centres undefined)	4	0.3	3	1	6	1	-4	-3	-1	-2
COC(/C=C/Nc1ccc(C)cc1)=C(C#N)C#N	-2	-0.2	-7	2	-4	-1	7	-4	0	2
CCCCNC(=O)CSc1nc(O)cc(=O)n1C1CCCC1	-1	-0.3	4	1	16	6	1	7	-2	1
O=C(NC(=S)Nc1ccccc1)c1cncc(C#Cc2ccccc2)c1	-8	-0.5	4	-1	5	1	-7	0	-3	0
Cc1ccccc1Cn1nnc(-c2ccc(C(=O)O)cc2)n1	-4	-0.6	-1	2	-6	0	2	6	0	-5
CC(C)(C)OC(=O)N1CCC[C@H]1C(=O)Nc1ccc(S(=O)(=O)C(F)F)cc1	-5	-0.6	-1	2	-6	-4	0	2	2	2
Cc1ccccc1NC(=S)NC1CC2CCC(C1)N2Cc1ccco1 (centres undefined)	-4	0.6	4	-3	3	-5	8	5	2	2
Cn1c(SCC(=O)NCCc2ccccc2)nnc1-c1ccncc1	4	-0.3	-2	-2	4	-4	3	-2	2	-4
CCC1C(=O)NCCN1C(=O)c1ccccc1OC1CCN(S(C)(=O)=O)CC1 (centres undefined)	1	0.6	-3	2	-2	-2	1	3	2	-3
CC1(c2ccc(OC(F)F)cc2)NC(=O)N(CC(=O)N2CCN(C(=O)c3ccco3)CC2)C1=O (centres undefined)	6	-0.3	-1	13	-4	-2	3	-4	-1	7
Carrying on:
SMILES	MBD2 inh	proKLK7 act	Tn7 DDE FP	UHRF1 MBD2 ctr	TDP2 inh	PRMT1 inh	TCR CD3 inh	DDE Tn6 FP inh	LEDGF integ inh	SIAE inh
CCCCC1=CC2=CC(=O)C(C)(OC(=O)CC)C(=O)C2=CN1C1CCCCC1 (centres undefined)	-5	-0.9	-1	-4	14	-1	4	-7	3	5
O=[N+]([O-])c1cc(-c2ccc(/C=N/c3nc4ccccn4c3-c3ccco3)o2)ccc1Cl	-7	-7.6	3	-1	-3	41*	4	-7	11	16
C=C1CCN([C@H](C(=O)OCc2ccc(C)cc2)C(C)C)S(=O)(=O)c2ccccc21	-2	0.2	-7	1	-10	-1	11	3	2	-5
Cc1cccc(C)c1OCC(=O)N/N=C/c1ccc2c(c1)OCO2	-6	-0.1	-3	-2	6	0	4	6	1	4
CC(C)c1ccc(C2C(C(=O)c3ccco3)=C(O)C(=O)N2CC2CCCO2)cc1 (centres undefined)	2	-0.3	5	-3	9	2	-2	-1	-3	-5
Cc1c(C(=O)NCCS(=O)(=O)N2CCN(c3ccccc3F)CC2)cccc1[N+](=O)[O-]	-1	0.3	1	0	0	3	3	2	-4	-3
Cc1nc2ccccc2c2oc(C(=O)NCCCN3CCC(C)CC3)cc12	5	0.6	-14	4	-14	4	3	1	1	1
COc1cc(C(=O)Oc2ccccc2/C=N/NC(=O)c2ccc(Cl)cc2)cc(OC)c1OC	0	-0.3	1	7	-9	2	10	-6	-16	7
O=C(NNc1ccccc1)Nc1cc(Cl)ccc1Cl	-3	0.4	1	-4	11	2	2	-13	1	6
COCCSc1ccccc1C(=O)Nc1ccccc1C(C)C	5	0.0	5	1	6	13	-7	1	-1	-1
CCC(=O)NC(Nc1cc(C)ccn1)(C(F)(F)F)C(F)(F)F	3	0.6	-4	-1	2	-2	-2	4	-2	0
CCOC(=O)N1CCC(c2cc(=O)n3[nH]c(-c4ccccc4)cc3n2)CC1	-2	-1.3	0	0	-5	0	-4	2	0	-6
O=C(Nc1ccc2nn(-c3ccc(F)cc3)nc2c1)c1cccnc1	-2	-0.7	0	-1	3	5	-2	1	-1	-16
Cc1cccc(OCc2nnc(SCC(=O)Nc3ccc(C)c(C)c3)o2)c1	2	-0.3	-4	2	-4	-1	-6	11	0	-2
C=CCn1c(=O)c(C(=O)NCc2ccccc2)c(O)c2ccccc21	-4	-0.1	1	-1	4	0	-5	2	2	2
CC(C)/C=C/C(=O)N1CCC(N2CCC(C(=O)N3CCOCC3)CC2)CC1	2	0.2	0	-2	2	-2	3	2	3	-8
CCC(=O)C1CCCN(C(=O)c2ccc3nc(-c4cccc(OC)c4)oc3c2)C1 (centres undefined)	6	0.2	2	4	-8	2	-6	-5	-3	0
Cn1c(CC2Sc3ccccc3NC2=O)nnc1SCC(=O)c1ccc(Cl)cc1 (centres undefined)	1	-0.5	-6	7	-6	-2	-4	2	0	12
Cc1cc(C)c2nc(N(CCN(C)C)C(=O)c3ccc(S(=O)(=O)N(C)CC4CCCO4)cc3)sc2c1 (centres undefined)	3	0.2	10	-3	13	1	-4	4	1	16
CCn1c(C)c(C)c2cc(C(=O)NCCCN3CCCC3)ccc21	1	0.4	3	2	0	2	0	1	-1	-3
CCn1nnc(NC(=O)c2cccnc2)n1	-3	-0.3	-1	1	-20	15	-5	-8	-2	-4
O=C(c1ccc([N+](=O)[O-])cc1)N1CCOC12CCN(c1ncc(C(F)(F)F)cc1Cl)CC2	3	0.4	-2	5	-16	-2	0	1	2	-4
CCC(C(=O)NCc1ccccc1)n1c(CSCCOc2ccccc2)nc2ccccc21 (centres undefined)	-3	0.4	-5	0	-1	-3	-7	0	1	0

Given with values under each structure: 14 of the compounds above
Each structure is followed by: MBD2 inh, proKLK7 act, Tn7 DDE FP, UHRF1 MBD2 ctr, TDP2 inh, PRMT1 inh, TCR CD3 inh, DDE Tn6 FP inh, LEDGF integ inh, SIAE inh
> O=[N+]([O-])c1cc(-c2ccc(/C=N/c3nc4ccccn4c3-c3ccco3)o2)ccc1Cl
 : -7, -7.6, 3, -1, -3, 41*, 4, -7, 11, 16
> C=C1CCN([C@H](C(=O)OCc2ccc(C)cc2)C(C)C)S(=O)(=O)c2ccccc21
 : -2, 0.2, -7, 1, -10, -1, 11, 3, 2, -5
> Cc1cccc(C)c1OCC(=O)N/N=C/c1ccc2c(c1)OCO2
 : -6, -0.1, -3, -2, 6, 0, 4, 6, 1, 4
> CC(C)c1ccc(C2C(C(=O)c3ccco3)=C(O)C(=O)N2CC2CCCO2)cc1 (centres undefined)
 : 2, -0.3, 5, -3, 9, 2, -2, -1, -3, -5
> Cc1c(C(=O)NCCS(=O)(=O)N2CCN(c3ccccc3F)CC2)cccc1[N+](=O)[O-]
 : -1, 0.3, 1, 0, 0, 3, 3, 2, -4, -3
> Cc1nc2ccccc2c2oc(C(=O)NCCCN3CCC(C)CC3)cc12
 : 5, 0.6, -14, 4, -14, 4, 3, 1, 1, 1
> COc1cc(C(=O)Oc2ccccc2/C=N/NC(=O)c2ccc(Cl)cc2)cc(OC)c1OC
 : 0, -0.3, 1, 7, -9, 2, 10, -6, -16, 7
> O=C(NNc1ccccc1)Nc1cc(Cl)ccc1Cl
 : -3, 0.4, 1, -4, 11, 2, 2, -13, 1, 6
> COCCSc1ccccc1C(=O)Nc1ccccc1C(C)C
 : 5, 0.0, 5, 1, 6, 13, -7, 1, -1, -1
> CCC(=O)NC(Nc1cc(C)ccn1)(C(F)(F)F)C(F)(F)F
 : 3, 0.6, -4, -1, 2, -2, -2, 4, -2, 0
> CCOC(=O)N1CCC(c2cc(=O)n3[nH]c(-c4ccccc4)cc3n2)CC1
 : -2, -1.3, 0, 0, -5, 0, -4, 2, 0, -6
> O=C(Nc1ccc2nn(-c3ccc(F)cc3)nc2c1)c1cccnc1
 : -2, -0.7, 0, -1, 3, 5, -2, 1, -1, -16
> Cc1cccc(OCc2nnc(SCC(=O)Nc3ccc(C)c(C)c3)o2)c1
 : 2, -0.3, -4, 2, -4, -1, -6, 11, 0, -2
> C=CCn1c(=O)c(C(=O)NCc2ccccc2)c(O)c2ccccc21
 : -4, -0.1, 1, -1, 4, 0, -5, 2, 2, 2

Source: PubChem BioAssay
